Diaph act CS: activates diaphorase or chemically reduces, flagging diaphorase assay artifacts | Diaphorase/resazurin coupled assay, resorufin fluorescence, 16 min; stronger effect = higher value; 1 = vehicle wells, 0 = NADH-free wells | activation factor at 20 µM | hit rate 0.005% among 190,000;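 active = diaphorase activity raised at least twofold by the compound at 20 µM; inactive = activation factor below 2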
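Assay system: bacterial diaphorase enzyme (C. kluyveri) / Input: enzyme 0.07 U/mL final / Medium: 50 mM HEPES pH 7.4 with 4.542 mM MgCl2, 0.005% Tween 20 / Doses: single compound dose of 20 µM, 1% DMSO final / Incubation: 16 min enzyme reaction, ambient temperature / Signal: fluorescence, excitation 544 nm and emission 590 nm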
PMI activator: phosphomannose isomerase (human) activation; AID 1214; activation factor at 20 µM; purified human PMI, coupled resazurin fluorescence, 20 min; stronger effect = higher value; 1 = vehicle control, 0 substrate-free wells; hit rate 0.005% among 190,000; P34949;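 active = activation factor of 2 or more at 20 µM, relative to plate controls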
Target sequence (P34949 whole entry, looked up): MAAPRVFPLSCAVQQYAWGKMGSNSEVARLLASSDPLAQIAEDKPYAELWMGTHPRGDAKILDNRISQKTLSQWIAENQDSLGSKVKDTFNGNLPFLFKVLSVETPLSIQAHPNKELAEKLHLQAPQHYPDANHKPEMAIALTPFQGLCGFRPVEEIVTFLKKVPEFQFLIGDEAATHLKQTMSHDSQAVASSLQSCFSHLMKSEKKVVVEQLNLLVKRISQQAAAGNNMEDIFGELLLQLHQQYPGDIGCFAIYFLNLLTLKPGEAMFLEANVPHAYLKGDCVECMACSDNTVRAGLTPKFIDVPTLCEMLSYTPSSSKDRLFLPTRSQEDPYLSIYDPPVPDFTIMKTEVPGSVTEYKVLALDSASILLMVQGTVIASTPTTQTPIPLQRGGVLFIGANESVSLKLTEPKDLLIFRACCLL
TNAP inh noacc: TNAP (human) inhibition, acceptor-free conditions. P05186. purified TNAP, CDP-star luminescence, 30 min. inhibition, % at 20 µM. hit rate 0.26% among 200,000;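 active = tissue-nonspecific alkaline phosphatase inhibition above about 50% at 20 µM in the single-dose screen, limit read from the data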;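 also: 0% = DMSO negative control and 100% = EDTA positive control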
Target sequence (P05186 whole entry, looked up): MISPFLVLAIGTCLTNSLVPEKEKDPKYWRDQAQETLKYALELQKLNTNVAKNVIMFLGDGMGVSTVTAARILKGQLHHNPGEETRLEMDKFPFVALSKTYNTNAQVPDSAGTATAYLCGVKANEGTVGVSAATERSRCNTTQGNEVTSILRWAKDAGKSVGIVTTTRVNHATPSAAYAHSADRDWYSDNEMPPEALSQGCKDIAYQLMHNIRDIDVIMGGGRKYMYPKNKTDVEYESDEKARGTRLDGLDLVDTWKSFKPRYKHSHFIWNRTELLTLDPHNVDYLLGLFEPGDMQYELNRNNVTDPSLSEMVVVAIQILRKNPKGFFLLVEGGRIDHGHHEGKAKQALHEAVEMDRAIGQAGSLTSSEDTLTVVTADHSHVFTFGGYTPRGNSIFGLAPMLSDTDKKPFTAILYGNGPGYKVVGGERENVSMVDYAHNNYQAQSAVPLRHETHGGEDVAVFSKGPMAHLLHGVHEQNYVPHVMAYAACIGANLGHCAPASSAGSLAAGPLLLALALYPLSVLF
bIAP inh: blocks bovine intestinal alkaline phosphatase activity. purified bovine IAP, CDP-star luminescence, 30 min. inhibition, % at 20 µM. 190,000 tested, under 10 active;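 active = over 50% inhibition of intestinal alkaline phosphatase at 20 µM in the single-dose screen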
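Assay system – bovine IAP enzyme · Quantity – bovine IAP at 1/65,000,000 final dilution · Detection – CDP-star luminescence signal · Times – 30 min reaction at room temperature · Also added – CDP-star substrate at 30 µM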
Lmaj promast: Leishmania major promastigote growth inhibition | hit rate 9% among 200,000 | Leishmania major promastigotes, resazurin fluorescence viability | inhibition, % at 10 µM; in the data active = inhibition above about 50%;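 also: promastigotes grown with compound for 44 hours at 28 °C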
Diaphorase inh: diaphorase inhibition or chemical oxidation counter-screen. diaphorase resazurin-to-resorufin fluorescence, NADH, 16 min; bacterial (C. kluyveri) enzyme, not human. inhibition, % at 20 µM. hit rate 0.69% among 190,000;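 active = primary screen inhibition at 20 µM above a set limit, cut at about 50% in these data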;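 also: plate controls were DMSO with full reaction for no effect and wells lacking NADH for full effect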
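System: Bacterial diaphorase enzyme (C. kluyveri) | Incubation: 16-min room-temperature incubation before reading | Benchmarks: No-NADH positive control and DMSO neutral control | Measured by: Resorufin fluorescence 544/590 nm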
TNAP act hi DEA: increases human TNAP activity under high phosphate acceptor concentration; AID 1136; 200,000 tested, under 10 active; P05186; activation factor at 20 µM; purified TNAP, CDP-star luminescence, 1 M DEA, 30 min; stronger effect = higher value; 0 = EDTA background, 1 = DMSO-only activity;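 active = activation factor at least 2 at 20 µM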
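Test system – human TNAP · Doses – 20 µM single point · Incubation – 30 min, room temperature · Signal – luminescent substrate turnover signal · Read-out basis – activation factor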
bIAP activator: increases bovine intestinal alkaline phosphatase activity; purified bovine IAP, CDP-star luminescence, 30 min; stronger effect = higher value; fold of DMSO-control signal, blank-subtracted; activation factor at 20 µM; hit rate 0.17% among 200,000; AID 1016;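 active = activation factor of 2 or more at 20 µM, a signal rise over negative controls twice the positive control's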
PMI act hi M6P: activators of human phosphomannose isomerase at near-saturating mannose 6-phosphate. P34949. coupled PMI enzyme assay, resazurin fluorescence, 20 min; stronger effect = higher value; 1 = untreated enzyme, 0 = substrate-free blank. activation factor at 20 µM. hit rate 0.34% among 190,000;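 active = activation factor of 2 or more at 20 µM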
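Test system: human phosphomannose isomerase with PGI, G6PDH, diaphorase coupling enzymes; amount: 15 ng/mL PMI; incubation: enzyme reaction with compound 20 min at room temperature; technique: resorufin fluorescence (Ex 544/Em 590 nm) from resazurin via diaphorase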
TNAP inh hiacc: inhibitors of human TNAP at high phosphate acceptor concentration. P05186. purified TNAP, CDP-star luminescence, 1 M DEA. inhibition, % at 20 µM. hit rate 0.03% among 200,000. AID 1135;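 active = over 50% inhibition of tissue-nonspecific alkaline phosphatase at 20 µM in the single-dose screen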;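 also: plate controls were DMSO wells for no effect and EDTA-quenched wells as full inhibition for full effect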
Active calls of the source: *; / = no result given.

SMILES	Diaph act CS	PMI activator	TNAP inh noacc	bIAP inh	Lmaj promast	Diaphorase inh	TNAP act hi DEA	bIAP activator	PMI act hi M6P	TNAP inh hiacc
COc1ccc(-c2c(S(=O)(=O)c3ccccc3)cnn2-c2ccccc2)cc1	0.9	0.9	-9.0	9.1	59.2*	9.3	1	0.9	0.9	-3.2
Cc1ccc2c(c1)/C(=N/N1C(=O)c3ccccc3C1=O)C(=O)N2	0.8	1	5.9	11.0	0.5	24.3	1	0.9	0.9	1.0
CCOC(=O)C1CCN(C(=O)CCCN2C(=O)c3ccccc3C2=O)CC1	1	1	-2.1	-2.5	-5.3	-0.8	1	1	1	-3.3
CC1(C)Cc2nc(Cl)c(C(=O)O)cc2CO1	0.9	1.1	-1.4	-2.6	-1.1	11.9	1.1	1	1.1	-5.3
Cc1ccc(OCc2ccc(C#N)cc2)c(C(=O)c2cc(C#N)c(=O)n(C3CC3)c2)c1	1	1	-12.7	6.0	-7.0	-2.0	1	0.9	1	-3.2
O=C(NCCN1C(=O)C2C3C=CC(C3)C2C1=O)Nc1ccccc1O (configuration not stated)	0.8	1	-18.5	-0.3	-3.6	23.6	1	1	0.9	-2.9
Cc1csc(C(=O)O)c1NC(=O)c1cccc([N+](=O)[O-])c1	1.2	1.1	-9.1	-12.0	-12.2	-20.5	1.1	1.1	1.1	-5.2
CC(=O)NCCOc1ccc(C(=O)O)cc1	0.9	0.9	-9.9	2.5	-4.4	5.2	1	1	1	-4.8
Cn1ccnc1SCC(=O)c1c[nH]c2ccccc12	1	1	-12.3	4.1	-2.4	4.8	1	1	1.1	-3.1
CCN(c1ccccc1)S(=O)(=O)c1cc(C(=O)Oc2ccc3c(C)cc(=O)oc3c2)ccc1C	0.9	1	-13.7	-5.7	67.0*	13.1	1	1.1	1	-4.7
COc1ccc(CCNc2nc3c(c(=O)n(C)c(=O)n3C)n2C)cc1OC	1	0.9	-15.4	1.8	-1.1	4.6	1	1	1	-4.4
CCOc1ccccc1NC(=S)N(Cc1cc2ccc(C)cc2[nH]c1=O)CC1CCCN1CC (configuration not stated)	1	1	-51.6	6.3	8.7	-2.6	1	0.9	1.1	1.8
COc1ccc(C(=O)N2CC3(C)CC2CC(C)(C)C3)cc1 (configuration not stated)	0.9	0.9	-7.0	1.0	4.6	10.6	1	1	0.9	-0.1
Cc1ccc(/C([O-])=C(/C(=S)NCc2ccco2)[n+]2ccccc2)cc1[N+](=O)[O-]	0.7	1	-4.1	-1.7	-2.6	27.1	0.9	1	0.7	6.7
CCCCOc1ccc(C(=O)N/N=C/c2cn[nH]c2-c2ccc(OC)c(OC)c2)cc1	0.8	0.9	-16.1	-3.2	7.1	23.0	1.1	1	0.9	-10.6
COc1ccc(C(=O)NCC23C=CC(O2)C2C(=O)N(Cc4ccccc4)C(=O)C23)cc1 (configuration not stated)	0.9	1.2	3.7	4.5	-4.8	9.6	1.1	1	1.2	-7.5
S=C(NCC1CCCO1)NC1CC1 (configuration not stated)	0.8	1.1	-10.4	-0.7	-3.6	15.3	1.1	1	1.1	-8.2
CC(C)[C@H](NC(=O)c1ccccc1)C(=O)OCC(=O)c1ccc2c(c1)NC(=O)CO2	0.8	0.9	-4.0	8.7	6.1	22.5	1	0.9	1.1	1.5
COc1ccc(C)cc1NC(=S)NN1CCN(C)CC1	0.9	0.9	-11.9	5.1	-5.2	5.4	1	0.9	1	-4.8
Cc1c(C(N)=O)sc2ncn(CC(=O)OC(C)C)c(=O)c12	0.9	0.9	-4.0	-0.6	-0.2	12.2	1	1	0.9	0.8
COc1ccccc1Nc1nc(N)nc(CN2CCN(c3ccccc3F)CC2)n1	0.9	1.1	5.2	-8.2	4.2	7.4	1	1.1	1.3	1.8
CN(C(=O)CSc1nnc(-c2ccncc2)n1C)C1CCS(=O)(=O)C1 (configuration not stated)	0.9	1	-14.8	-1.8	-6.4	6.3	1	1	1	-2.4
Cc1cc(Nc2ccccc2)nn1C(=O)c1ccc(Br)cc1	0.8	0.9	4.7	14.9	-2.1	15.4	1	0.9	0.9	2.8
COc1ccc(N2Cc3cccc(C(=O)N4CCOCC4)c3C2=O)cc1	0.9	1.1	-14.3	9.7	-6.0	5.1	1.1	0.9	1.1	-8.4
O=C(c1n[nH]c(=O)c2ccccc12)N1CCN(C2c3ccccc3-c3ccccc32)CC1	0.7	0.9	-7.2	-6.0	4.9	30.0	1	1.1	0.9	-4.8
More results follow.
SMILES	Diaph act CS	PMI activator	TNAP inh noacc	bIAP inh	Lmaj promast	Diaphorase inh	TNAP act hi DEA	bIAP activator	PMI act hi M6P	TNAP inh hiacc
CC(=O)Nc1ccc2c(c1)nc1n2CCN(C(C)c2ccccc2)C1 (configuration not stated)	0.9	1.5	-8.2	-5.8	-3.1	14.1	1	1.1	0.9	-1.8
C/C(=N\Nc1nc2ccccc2[nH]1)c1cc2ccccc2o1	0.8	0.9	-14.7	40.9	67.6*	17.1	1	0.6	0.9	1.7
OC(CN1C2=NCCN2c2ccccc21)c1ccccc1 (configuration not stated)	0.9	1	-7.6	5.4	9.1	7.1	1	0.9	1	-0.9
O=C(C[n+]1ccccc1)N/N=C/c1ccc(F)cc1	0.9	0.9	-12.2	4.6	-5.8	13.5	1	1	0.8	-2.7
Cc1cn(C2C=CC(CO)O2)c(=O)[nH]c1=O (configuration not stated)	0.8	0.9	-12.3	13.5	-6.3	18.7	1	0.9	0.9	-3.8
Cc1ccc(CCNC(=O)C2CCCN(S(=O)(=O)c3cccs3)C2)cc1 (configuration not stated)	0.9	0.9	-9.7	34.7	2.2	13.9	1	0.7	1	-4.5
CCCn1c(Nc2ccccc2)nc2ccccc21	0.9	1	-9.2	0.0	6.6	10.7	1	1	1	-3.5
COc1ccc(NC(C)C(=O)N/N=C/c2ccc([N+](=O)[O-])s2)cc1 (configuration not stated)	0.8	0.9	-5.7	2.0	100.3*	24.7	1	1	0.7	4.0
O=C(Nc1ccc(N2CCOCC2)cc1)c1ccc(-c2ccccc2[N+](=O)[O-])o1	0.7	1	8.7	-4.0	7.5	26.1	1	1	0.8	0.3
CC(C)(C)C(=O)Nc1sc2c(c1C#N)CCC2	1	1.1	-16.5	4.6	-5.9	4.1	1	1	1.1	-2.0
CCc1nnc(NS(=O)(=O)c2ccc(Nc3ccc4nonc4c3[N+](=O)[O-])cc2)s1	0.9	1	6.5	6.5	-3.2	6.9	0.9	0.9	0.8	8.0
CC(C)OC(=O)NCCOC(=O)Nc1ccccc1Cl	0.8	1	-9.4	3.4	-2.7	15.3	1	1	0.9	1.8
Cc1cc(C)nc(OC(=O)c2c(Cl)cc(Cl)cc2Cl)n1	0.7	0.9	-5.9	-29.9	9.7	27.0	1.1	1.3	1	-5.2
COc1ccc(Br)cc1CNC(=O)Nc1cccs1	0.8	0.9	-10.0	38.8	53.6*	16.6	1	0.6	1	-2.2
CCOC(=O)CN(C(=O)CSc1nnc(CNc2ccc(C)cc2C)o1)c1ccccc1	0.8	1	-2.7	2.4	2.5	24.6	1.1	1	0.9	-6.5
O=C(Nc1ccc(NC(=O)C2CCCCC2)cn1)c1ccco1	1	1.1	-3.4	2.9	9.1	4.2	1	1	0.9	-1.1
CC(=O)Oc1ccc(OC(C)=O)c(SCCCCCCl)c1	0.9	1.1	-9.1	12.0	4.3	9.8	1	0.9	1	-0.6
Cc1nc2sc(C(c3cccs3)N3CCN(Cc4ccccc4)CC3)c(O)n2n1 (configuration not stated)	0.9	0.9	1.5	-6.8	-1.9	7.2	1	1.1	1	-2.6
CCOC(=O)c1cc(=O)cc(C(=O)OCC)o1	0.9	1.1	-9.8	9.4	94.8*	12.9	1	0.9	1	-3.6
COC(=O)c1scc(C)c1NC(=O)C(Cl)c1ccccc1 (configuration not stated)	1	1.2	-0.3	-0.2	0.4	-0.6	1	1	1	2.1
Cc1c(/C=N\NC(=O)c2ccc([N+](=O)[O-])cc2)cnn1C	0.9	1	-4.3	/	-4.9	7.6	1	0.4	0.9	0.8
O=C1C(Cl)=C(NCC2CCCO2)C(=O)N1Cc1ccccc1 (configuration not stated)	1	1	-3.6	4.3	-1.0	4.4	1	1	1	2.8
c1ccc(COn2c(-c3ccccc3)nc3c2CCc2nonc2-3)cc1	0.8	1	-12.2	5.8	6.1	15.9	1.1	0.9	0.9	-7.9
COc1cc(C(=O)NCC(=O)OCn2nnc3ccccc3c2=O)cc(OC)c1OC	1	1	-7.2	-2.4	10.1	0.7	1	1	1	-0.2
Oc1ccc2[nH]cnc2c1CN1CCCCC1	1	0.8	10.9	-17.8	1.4	2.9	1.1	1.2	0.9	-7.5
(more compounds)
SMILES	Diaph act CS	PMI activator	TNAP inh noacc	bIAP inh	Lmaj promast	Diaphorase inh	TNAP act hi DEA	bIAP activator	PMI act hi M6P	TNAP inh hiacc
CC(C)(C)C(=O)NC(=S)Nc1cc(C(F)(F)F)ccc1N1CCOCC1	0.7	0.8	-12.3	13.8	1.7	32.2	1.1	0.9	0.9	-7.1
O=C(CSc1ncn[nH]1)N1N=C2/C(=C/c3ccccc3)CCCC2C1c1ccccc1 (configuration not stated)	0.8	1	-30.1	-0.5	6.3	18.5	1	1	1.2	2.2
COc1ccc(C2SCC(=O)N2c2c(C)n(C)n(-c3ccccc3)c2=O)c(OC)c1 (configuration not stated)	0.9	1	-13.9	3.7	-6.0	7.9	1.1	1	1.1	-7.1
CCOC(=O)Nc1ccc2c(c1)N(C(=O)OC)c1ccccc1CC2	0.9	1	-13.6	4.0	5.9	10.0	1.1	1	1	-7.2
CCC(C)(C(=O)NC1CCCC1)N(Cc1cccs1)C(=O)c1ccc2c(c1)OCO2 (configuration not stated)	0.9	0.8	-14.8	3.0	10.4	14.5	1	1	0.9	-3.1
Cc1cc(C)c(OCCCON2C(=O)CCC2=O)c(Br)c1	0.9	1.1	-5.8	-10.9	-5.4	12.5	1.1	1.1	1.1	-7.4
O=C(CSc1nc2ccccc2n1CCc1ccccc1)NC1CC1	0.9	0.8	2.0	15.1	2.7	13.6	1	0.8	0.9	2.5
Cc1ccccc1NC1=C(Cl)C(=O)OC1OC(C)C (configuration not stated)	1	1	-1.1	7.8	-3.3	1.3	1	0.9	1	-4.7
COc1cccc(C(=O)Nc2cc3c(cc2Br)OCCCO3)c1	0.9	0.9	-4.5	-6.7	0.2	7.8	1	1.1	0.9	1.9
COc1ccc(C2=NOC(C(=O)NCc3ccco3)C2)cc1OC (configuration not stated)	1	0.9	-5.0	3.5	-1.6	3.7	1	1	1	-0.7

Compound activity (PubChem BioAssay)
